HePTP inhibitor: inhibitors of human HePTP phosphatase, primary screen, biochemical, absorbance, leukemia target. Tyrosine-protein phosphatase non-receptor type 7 (Homo sapiens), P35236. recombinant HePTP phosphatase activity, OD absorbance. inhibition, % at 20 µM. 0.64% of 110,000 active. AID 521, 2006; in the data active = inhibition above about 50%;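 also: plate controls were vehicle for no effect and reference inhibitor for full effect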
Target sequence (P35236 whole entry, looked up): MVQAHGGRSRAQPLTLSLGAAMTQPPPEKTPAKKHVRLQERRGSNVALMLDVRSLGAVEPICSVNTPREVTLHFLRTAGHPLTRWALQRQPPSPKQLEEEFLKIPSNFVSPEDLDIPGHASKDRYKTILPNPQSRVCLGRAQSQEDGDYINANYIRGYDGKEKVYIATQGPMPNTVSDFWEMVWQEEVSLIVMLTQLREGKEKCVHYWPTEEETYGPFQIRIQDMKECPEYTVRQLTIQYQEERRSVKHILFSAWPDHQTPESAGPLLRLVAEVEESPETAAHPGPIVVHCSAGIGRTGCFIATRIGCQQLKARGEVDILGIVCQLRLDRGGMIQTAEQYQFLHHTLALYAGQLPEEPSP
BAP1 block: inhibitors of BAP1 deubiquitinase, primary screen, biochemical, Ub-AMC fluorescence, kinetic; Ubiquitin carboxyl-terminal hydrolase BAP1 (Homo sapiens), Q92560; recombinant BAP1, Ub-AMC hydrolysis fluorescence kinetic; stronger effect = lower value; activity remaining (% of control), % at 20 µM; 0.48% of 72,000 active; AID 436, 2006;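 active = activity remaining at or below 50% of control, provided the compound also passes the data quality filters; inactive = the rest, including low values that fail the filters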;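 also: 100% = DMSO wells rate and 0% = substrate alone blank rate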
Target sequence (Q92560 whole entry, looked up): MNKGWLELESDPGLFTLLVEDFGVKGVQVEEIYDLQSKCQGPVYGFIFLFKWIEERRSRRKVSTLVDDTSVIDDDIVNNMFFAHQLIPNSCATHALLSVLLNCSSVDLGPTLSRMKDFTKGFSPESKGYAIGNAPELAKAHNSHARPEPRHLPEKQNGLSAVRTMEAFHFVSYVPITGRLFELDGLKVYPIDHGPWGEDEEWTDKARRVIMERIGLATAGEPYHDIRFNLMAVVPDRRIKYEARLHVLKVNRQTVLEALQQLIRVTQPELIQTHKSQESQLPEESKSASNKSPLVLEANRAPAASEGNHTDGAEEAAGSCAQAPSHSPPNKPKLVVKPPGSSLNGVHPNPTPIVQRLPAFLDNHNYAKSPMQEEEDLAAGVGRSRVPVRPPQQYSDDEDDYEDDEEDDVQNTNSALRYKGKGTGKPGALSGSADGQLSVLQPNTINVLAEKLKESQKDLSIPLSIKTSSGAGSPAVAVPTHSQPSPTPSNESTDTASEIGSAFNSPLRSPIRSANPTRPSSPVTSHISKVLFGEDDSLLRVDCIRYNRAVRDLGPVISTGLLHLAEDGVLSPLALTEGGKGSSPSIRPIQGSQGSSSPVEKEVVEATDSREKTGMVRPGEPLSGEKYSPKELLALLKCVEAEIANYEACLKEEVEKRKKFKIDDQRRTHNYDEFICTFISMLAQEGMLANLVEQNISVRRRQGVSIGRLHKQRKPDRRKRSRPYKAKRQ
Starred values were filed as active, the others as inactive; x = no result given; & = joins results of further samples.

Below each compound – HePTP inhibitor	BAP1 block
1. O=C(C1CCCN1C(=O)c1cccs1)N1CCN(Cc2ccc3c(c2)OCO3)CC1 (stereo not drawn)
 : 7	112
2. CN(C)c1ccc(NC2=NC3(CCCCC3)N=C(N)N2)cc1
 : 7	x
3. Fc1ccc(NC(=S)Nc2ccc(Br)cc2)cc1
 : -5	x
4. CC(=O)c1cccc(S(=O)(=O)N(CCCO)Cc2cc3ccc(C)cc3[nH]c2=O)c1
 : 10	106
5. Cc1cc(NC(=O)COC(=O)COc2cccc3c2OC(C)(C)C3)no1
 : 8	104
6. Cc1cc(Br)c(-c2ccc(/C=C3/NC(=S)NC3=O)o2)cc1C
 : 3	x
7. Cc1ccccc1N(C(=O)Cn1nnc2ccccc21)C(C(=O)NCc1ccco1)c1ccncc1 (stereo not drawn)
 : -3	90
8. CCOc1ccc(NC2=C(Cl)C(=O)N(c3ccccc3)C2=O)cc1
 : -18	x
9. CC(C)Cc1nc2oc3c(NCC4CCCO4)ncnc3c2c2c1CCC2 (stereo not drawn)
 : 10	106
10. CN(Cc1ccccc1)Cc1c(O)ccc2c3c(c(=O)oc12)CCC3
 : 6	x
11. O=C(Nc1cccc([N+](=O)[O-])c1)c1cc(S(=O)(=O)Nc2ccc(F)cc2)ccc1Cl
 : 7	x
12. COCCNC(=O)COc1cccc(Oc2ccccc2)c1
 : 1	108
13. CCCCOC(=O)c1ccc(NC(=O)C(C)(C)C)cc1
 : 7	x
14. Cc1ccc2[nH]c3c(c2c1)CCN(C)C3
 : -24	x
15. O=C(CN1CC(c2ccccc2)CC1=O)OCc1ccccc1F (stereo not drawn)
 : 6	159
16. Cc1c(Cl)c(C(F)(F)F)nn1CC(=O)NCc1ccc(Cl)cc1
 : 3	x
17. COc1cccc(C(=O)Nc2cccc3nsnc23)c1
 : 4	x
18. CCC1(C)Cc2c(sc3nc4n(c(=O)c23)CCS4)CO1 (stereo not drawn)
 : 3	129
19. Cc1cc(C)c2c(=O)n(CC(=O)N3CCC(N4CCCCC4)CC3)sc2n1
 : 4	78
20. O=C1CSC(c2ccc(Br)cc2)N1c1cccc(Cl)c1 (stereo not drawn)
 : x	75
21. C=CCOC(=O)C1=C(C)NC(C)=C(C(=O)OCC=C)C1c1cccs1
 : 6	x
22. Cc1c(N=Cc2cc3c(cc2Cl)OCO3)c(=O)n(-c2ccccc2)n1C
 : 5&6	81
23. Cc1cccc(C(=O)Nc2sc3c(c2C(=O)N2CCN(C)CC2)CCCC3)c1
 : 13	x
24. CC(=O)NC1=NN(C(C)=O)C(c2cccc(Cl)c2)S1 (stereo not drawn)
 : 6	x
25. O=C(O)CCC(=O)Nc1ccc(S(=O)(=O)N2CCCC2)cc1
 : 2	113
26. CC1(C)CC(=O)C(C=NCCC2=CCCCC2)=C(O)C1
 : 0	92
27. COc1ccc(/C=C2/Sc3ccccc3C2=O)cc1
 : 3	x
28. NCCCCCCCCCCN
 : x	89
29. CC(=O)c1cccc(NC(=O)Nc2cccc3ccccc23)c1
 : 0	x
30. O=[N+]([O-])c1ccccc1S(=O)(=O)Nc1ccc(Cl)c(C(F)(F)F)c1
 : 6	x

Further structures
Below each compound – HePTP inhibitor	BAP1 block
31. Cc1ccc(N2NC(=O)/C(=C/c3ccc(O)c(O)c3)C2=O)cc1
 : 12	x
32. COc1cccc(/C=C2\SC(=S)N(C3CCCCC3)C2=O)c1O
 : -21	x
33. CNC(=O)NC(=O)CSc1nc2cc(C(=O)OC)ccc2c(=O)n1-c1ccccc1
 : 3	70
34. CCOc1ccc2[nH]c(=O)c(CN(CCO)C(=O)c3ccccc3F)cc2c1
 : 4	65
35. CCC(C)(C)n1nnnc1CN(Cc1cc2cc(OC)ccc2[nH]c1=O)C1CCCC1
 : 6	39*
36. Cc1sc(NC(=O)c2cccc([N+](=O)[O-])c2)c(C(N)=O)c1C
 : 15	x
37. O=C(NCc1cccs1)C1CCCN(S(=O)(=O)c2ccc(Br)s2)C1 (stereo not drawn)
 : 5	96
38. CC1=C(C(=O)N2CCOCC2)C(c2cccs2)NC(=O)N1 (stereo not drawn)
 : 6&-4	99
39. Cc1ccccc1NC(=O)c1ccc(NC(=O)c2ccco2)cc1
 : 3&10	92
40. COc1cc([N+](=O)[O-])ccc1NC(=O)COc1ccc(Cl)cc1C
 : 2	x
41. CC1=NNC(=O)C1CCC(=O)N/N=C(\C)c1cccc([N+](=O)[O-])c1 (stereo not drawn)
 : 5	x
42. Cc1ccnc(NC(=O)C(C)Oc2cccc(Cl)c2)c1 (stereo not drawn)
 : -2	x
43. CCOc1ccc(Nc2oc(Cc3ccccc3)nc2C#N)cc1
 : 4	126
44. CCN(CC)CCN(CC)Cc1ccccc1Br
 : 9	98
45. C=CCNC(=O)CCCCC(=O)NCC=C
 : -8	60
46. COc1ccc(NC(=O)CN2CCN(CC(=O)Nc3ccccc3F)CC2)c(OC)c1
 : -2	93
47. O=C(CSc1ncn(-c2ccccc2)n1)Nc1ccc2c(c1)OCCO2
 : 6	81
48. COC(=O)c1ccc(OCC(O)CN(CC(C)C)CC(C)C)cc1 (stereo not drawn)
 : 3	97
49. O=C(NCCc1ccc(S(=O)(=O)N2CCCC2)cc1)c1cccs1
 : -2	101
50. CCn1nnc(NC(=O)c2cccnc2)n1
 : -11	65
51. CCCCC(c1nnnn1C1CCCC1)N1CCN(C2CCCC2)CC1 (stereo not drawn)
 : 1	90
52. Cc1cc(=O)oc2c(C)c3occ(-c4ccccc4)c3cc12
 : 3	x
53. CCS(=O)(=O)n1nc(-c2ccco2)nc1SC
 : 4	106
54. O=C(NCC1CCCO1)C1c2ccccc2C(=O)N1C1CCCCCCC1 (stereo not drawn)
 : -4	97
55. COc1ccc(Oc2c(C)oc3c(CN(C)C)c(O)ccc3c2=O)cc1
 : 7	x
56. CCc1ccc2c(c1)C(NC(C)=O)C(=O)N2CC (stereo not drawn)
 : 0	81
57. COc1ccc(/C=C(/C(=O)c2c(C)cc(C)[nH]c2=O)c2ccccc2)cc1
 : -19	x
58. CC(=O)Nc1cc(-c2ccccc2Cl)[nH]n1
 : 2	x
59. O=C(Cc1cc(=O)[nH]c(=O)[nH]1)N1CCN(C(=O)c2ccco2)CC1
 : 3	93
60. Cc1ccc(S(=O)(=O)C(F)(F)F)cc1NC(=O)c1cccnc1
 : 5	111

The list goes on.
Below each compound – HePTP inhibitor	BAP1 block
61. CCC(C)OC(=O)C1=C(C)NC(=O)NC1c1ccc(OC)cc1 (stereo not drawn)
 : x	99
62. CCOc1cc(S(=O)(=O)N2CCCCC2)ccc1Cl
 : 2	62
63. CC(=O)c1cccc(N(CC(=O)N2CCOCC2)S(C)(=O)=O)c1
 : 10	62
64. Cc1cc(NC(=O)CSc2nc(CCC3CCCC3)nc3ccccc23)no1
 : 4	76
65. COc1cccc(N2CCN(C(=O)CN(C)S(=O)(=O)c3ccc4c(c3)CCC(=O)N4)CC2)c1
 : -7	100
66. Cc1c(NC(=O)Cc2ccc(F)cc2)c(=O)n(-c2ccccc2)n1C
 : x	83
67. CCN(CC)CCN1C(=O)C(=O)/C(=C(/O)c2ccc(Br)cc2)C1c1ccccc1F (stereo not drawn)
 : -18	x
68. COc1ccc(C(=O)/C=C/Nc2ccc(S(=O)(=O)Nc3nc(C)cc(C)n3)cc2)c(OC)c1
 : 7	x
69. Clc1ccc(-c2nnc3sc(-c4ccco4)nn23)c(Cl)c1
 : 3	73
70. COc1ccccc1Nc1nc(C)c([N+](=O)[O-])c(Nc2ccccc2OC)n1
 : 8	x
71. O=C1Nc2ccc(S(=O)(=O)NCc3ccco3)c3cccc1c23
 : 5	60
72. O=C(CCCCCN1C(=O)c2ccccc2C1=O)Nc1ccc(F)c(Cl)c1
 : -2	x
73. CC(=O)Nc1ccc(Nc2nc(-c3ccc(Br)cc3)cs2)cc1
 : 8	x
74. CC(=O)C1=C(O)C(=O)N(CCN2CCOCC2)C1c1ccccc1 (stereo not drawn)
 : 8	98
75. c1coc(Cn2c(SCc3nc4ccccc4[nH]3)nnc2-c2cccs2)c1
 : 7	x
76. COc1ccc(C(C)=O)cc1CN1C(=O)C(C)N(c2ccc(C)cc2)C1=O (stereo not drawn)
 : 11	x
77. Cn1c2ccccc2c2cc(C3Nc4ccccc4C(=O)N3Cc3ccco3)ccc21 (stereo not drawn)
 : -1	x
78. c1ccc(OCCCn2nnc(-c3cccnc3)n2)cc1
 : 10	138
79. COc1nc(-c2ccccc2)c2cc(Cl)ccc2n1
 : -1	x
80. COc1ccc(C2C3=C(CC(C)(C)CC3=O)Nc3[nH]c(=O)[nH]c(=O)c32)cc1 (stereo not drawn)
 : 4	x
81. COc1ccc(-c2noc(COc3ccc(Br)cc3)n2)cc1
 : -7	x
82. C=CCn1c(SCC(=O)Nc2nccs2)nnc1-c1cc2cccc(OC)c2o1
 : 0	x
83. CCCCOC(=O)c1ccc(NC(=O)c2ccc(OC)c([N+](=O)[O-])c2)cc1
 : -14	x
84. O=C1OC(c2ccccc2)=C/C1=C\N1CCOCC1
 : -2	58
85. O=S(=O)(Nc1ccc2oc(-c3ccc(I)cc3)nc2c1)c1ccccc1
 : 5	x
86. N#Cc1ccsc1NC(=O)c1cnccn1
 : 0	104
87. CC1CCc2c(sc(NC(=O)CCc3ccccc3)c2C(N)=O)C1 (stereo not drawn)
 : 6	x
88. COC(=O)c1ccc(C)c(NC(=O)c2nn(C)c(=O)c3ccccc23)c1
 : 8	87
89. Cc1cc(C)c(OCC(=O)Nc2cccc([N+](=O)[O-])c2)c(C)c1
 : 3	x
90. N#C/C(=C\c1ccc(O)c(O)c1)C(=O)NCCc1ccccc1
 : x	90

Going on with the list:
Below each compound – HePTP inhibitor	BAP1 block
91. CC(C)(C)NC(=O)c1nn2c(c1Br)NC(c1cccs1)CC2C(F)(F)F (stereo not drawn)
 : 5	x
92. CCOc1ccc(Cc2c(O)n(-c3ccccc3)c(=S)[nH]c2=O)cc1
 : 2	x
93. Cc1cccc2cc(CN(Cc3ccco3)S(=O)(=O)c3ccc4c(c3)OCCO4)c(=O)[nH]c12
 : 8	80
94. Cc1ccc2ncnc(NCCCN3CCOCC3)c2c1
 : -1&-6	98
95. Cc1cc(C)n(-c2ccc(C(=O)Nc3nc4ccccc4s3)cc2)n1
 : 2	146
96. COC(=O)CSc1nc2ccccc2nc1SCC(=O)OC
 : 1	x
97. CCN1CCN(C(=O)C2c3cc(OC)c(OC)cc3C(=O)N3CCc4ccccc4C23)CC1 (stereo not drawn)
 : 6	96
98. CCn1c(C)c(C(=O)O)c2cc(OC)c3ccccc3c21
 : -9	x
99. COC(=O)c1cc(Br)c(=O)n(-c2ccccc2OC)c1
 : 4	87
100. O=C(Cc1ccccc1)Nc1ccccc1I
 : -4	x

Quoted at random: 2 entries already listed.
Below each compound – HePTP inhibitor	BAP1 block
99. COC(=O)c1cc(Br)c(=O)n(-c2ccccc2OC)c1
 : 4	87
97. CCN1CCN(C(=O)C2c3cc(OC)c(OC)cc3C(=O)N3CCc4ccccc4C23)CC1 (stereo not drawn)
 : 6	96

Of the compounds above, these have an aryl methoxy group.
Below each compound – HePTP inhibitor	BAP1 block
17. COc1cccc(C(=O)Nc2cccc3nsnc23)c1
 : 4	x
27. COc1ccc(/C=C2/Sc3ccccc3C2=O)cc1
 : 3	x
32. COc1cccc(/C=C2\SC(=S)N(C3CCCCC3)C2=O)c1O
 : -21	x
35. CCC(C)(C)n1nnnc1CN(Cc1cc2cc(OC)ccc2[nH]c1=O)C1CCCC1
 : 6	39*
40. COc1cc([N+](=O)[O-])ccc1NC(=O)COc1ccc(Cl)cc1C
 : 2	x
46. COc1ccc(NC(=O)CN2CCN(CC(=O)Nc3ccccc3F)CC2)c(OC)c1
 : -2	93
55. COc1ccc(Oc2c(C)oc3c(CN(C)C)c(O)ccc3c2=O)cc1
 : 7	x
57. COc1ccc(/C=C(/C(=O)c2c(C)cc(C)[nH]c2=O)c2ccccc2)cc1
 : -19	x
61. CCC(C)OC(=O)C1=C(C)NC(=O)NC1c1ccc(OC)cc1 (stereo not drawn)
 : x	99
65. COc1cccc(N2CCN(C(=O)CN(C)S(=O)(=O)c3ccc4c(c3)CCC(=O)N4)CC2)c1
 : -7	100
68. COc1ccc(C(=O)/C=C/Nc2ccc(S(=O)(=O)Nc3nc(C)cc(C)n3)cc2)c(OC)c1
 : 7	x
70. COc1ccccc1Nc1nc(C)c([N+](=O)[O-])c(Nc2ccccc2OC)n1
 : 8	x
76. COc1ccc(C(C)=O)cc1CN1C(=O)C(C)N(c2ccc(C)cc2)C1=O (stereo not drawn)
 : 11	x
79. COc1nc(-c2ccccc2)c2cc(Cl)ccc2n1
 : -1	x
80. COc1ccc(C2C3=C(CC(C)(C)CC3=O)Nc3[nH]c(=O)[nH]c(=O)c32)cc1 (stereo not drawn)
 : 4	x
81. COc1ccc(-c2noc(COc3ccc(Br)cc3)n2)cc1
 : -7	x
82. C=CCn1c(SCC(=O)Nc2nccs2)nnc1-c1cc2cccc(OC)c2o1
 : 0	x
83. CCCCOC(=O)c1ccc(NC(=O)c2ccc(OC)c([N+](=O)[O-])c2)cc1
 : -14	x
97. CCN1CCN(C(=O)C2c3cc(OC)c(OC)cc3C(=O)N3CCc4ccccc4C23)CC1 (stereo not drawn)
 : 6	96
98. CCn1c(C)c(C(=O)O)c2cc(OC)c3ccccc3c21
 : -9	x
99. COC(=O)c1cc(Br)c(=O)n(-c2ccccc2OC)c1
 : 4	87

Compound activity deposited in PubChem by several laboratories.
